# Screens as filed in PubChem.
# PAFAH2 inh = inhibitors of human PAFAH2; recombinant PAFAH2, FP-rhodamine activity probe, fluorescence polarization; inhibition, % at 3.39 µM; 340,000 compounds, 0.99% hits;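 active means inhibition above the mean over all tested compounds plus 3 SD, cut at about 30% in these data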;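 further: inhibitors block probe labeling of enzyme so polarization drops; 0% = enzyme with DMSO and 100% = wells lacking PAFAH2 protein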
# LYPLA1 counter = blocks human lysophospholipase 1, a PME1 counter-screen | inhibition, % at 5.9 µM | AID 2174 | O75608 | 320,000 compounds, 0.16% hits | recombinant LYPLA1, FP-Rh probe fluorescence polarization;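 active means inhibition above the mean of all tested compounds plus 3 SD, set per campaign, cut at about 14% in these data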;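 further: inhibitors block serine hydrolase probe labeling of LYPLA1 so polarization falls; 0% = enzyme with DMSO and 100% = wells lacking LYPLA1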
# PAFAH1B2 inh = blocks human PAF acetylhydrolase 1b catalytic subunit 2; 340,000 compounds, 1.2% hits; recombinant PAFAH1B2, FP-rhodamine activity probe, fluorescence polarization; inhibition, % at 3.39 µM; AID 492953; P68402;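 active means inhibition above the mean of all tested compounds plus 3 SD, cut at about 24% in these data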;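 further: 0% = enzyme with DMSO and 100% = wells lacking PAFAH1B2; many of its hits are not listed in these tables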
# PREPL inhibitor = human PREPL enzyme inhibition; Q4J6C6; recombinant PREPL, fluorescence polarization activity-based probe; inhibition, % at 5.96 µM; 320,000 compounds, 0.68% hits; in the data active means inhibition above about 43%;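 further: 0% = enzyme with DMSO and 100% = wells lacking enzyme; many of its hits are not listed in these tables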
# PAD4 inh = blocks human protein arginine deiminase 4 | Q9UM07 | recombinant PAD4, RCA probe fluorescence polarization | inhibition, % at 6.36 µM | 330,000 compounds, 0.41% hits;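 active means percent inhibition above a cutoff equal to the mean of all tested compounds plus 3 SD, cut at about 15% in these data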;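 further: 0% = PAD4 with RCA probe and DMSO and 100% = probe without PAD4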
# pPAFAH FP inh = pPAFAH (human) enzyme inhibition. Q13093. recombinant pPAFAH, FP-rhodamine probe fluorescence polarization. inhibition, % at 3.39 µM. 330,000 compounds, 1.5% hits. AID 463082;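 active means inhibition above the mean inhibition across the screen plus 3 SD, cut at about 25% in these data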;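 further: inhibitors block binding of the rhodamine activity-based probe so polarization drops; 0% = enzyme with DMSO and 100% = wells lacking pPAFAH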
# Target sequence (Q13093 whole entry, looked up): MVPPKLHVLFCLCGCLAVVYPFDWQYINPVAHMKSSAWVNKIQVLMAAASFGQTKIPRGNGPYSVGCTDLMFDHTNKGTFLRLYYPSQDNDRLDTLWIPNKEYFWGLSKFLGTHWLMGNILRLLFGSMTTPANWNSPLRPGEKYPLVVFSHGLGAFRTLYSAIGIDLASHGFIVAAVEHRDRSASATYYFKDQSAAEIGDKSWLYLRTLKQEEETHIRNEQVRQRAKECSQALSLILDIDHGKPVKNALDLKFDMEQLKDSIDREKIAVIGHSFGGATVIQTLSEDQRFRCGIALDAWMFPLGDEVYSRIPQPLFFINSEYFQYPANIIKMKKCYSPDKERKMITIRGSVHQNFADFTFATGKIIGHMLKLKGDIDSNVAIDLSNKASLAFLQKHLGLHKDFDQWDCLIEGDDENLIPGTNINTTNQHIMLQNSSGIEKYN
# LYPLA2 inh = counter-screen for PME1 inhibitors: inhibitors of human LYPLA2; recombinant LYPLA2, FP-Rh probe fluorescence polarization; inhibition, % at 5.9 µM; O95372; 320,000 compounds, 0.38% hits;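 active means inhibition above the screen-wide mean plus 3 SD, limit set per campaign, cut at about 26% in these data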;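 further: 0% = LYPLA2 with DMSO and 100% = wells lacking LYPLA2 enzyme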
# PAFAH1B3 FP inh = blocks human PAF acetylhydrolase 1B catalytic subunit 3; Q15102; recombinant PAFAH1B3, FP-rhodamine probe, fluorescence polarization; inhibition, % at 3.39 µM; 340,000 compounds, 0.28% hits; AID 492972;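 active means inhibition above the screen-wide average of all tested compounds plus 3 SD, cut at about 25% in these data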;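 further: 0% = enzyme with DMSO only and 100% = wells lacking PAFAH1B3 protein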
# Target sequence (Q15102 whole entry, looked up): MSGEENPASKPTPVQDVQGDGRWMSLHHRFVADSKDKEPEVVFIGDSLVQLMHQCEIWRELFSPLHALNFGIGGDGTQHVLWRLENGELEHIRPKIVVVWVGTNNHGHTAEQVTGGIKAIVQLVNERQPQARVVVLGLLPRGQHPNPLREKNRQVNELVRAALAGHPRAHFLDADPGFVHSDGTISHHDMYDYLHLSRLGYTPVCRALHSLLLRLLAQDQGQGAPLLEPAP
# GSTO1 counter = blocks human GSTO1 in RBBP9 counter-screen; P78417; recombinant GSTO1, activity-based probe fluorescence polarization; inhibition, % at 5.96 µM; 300,000 compounds, 1.1% hits; AID 1974;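 active means inhibition above the campaign mean inhibition plus 3 SD, cut at about 35% in these data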;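 further: 0% = GSTO1-1 with DMSO and 100% = wells lacking GSTO1-1 enzyme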
# Target sequence (P78417 whole entry, looked up): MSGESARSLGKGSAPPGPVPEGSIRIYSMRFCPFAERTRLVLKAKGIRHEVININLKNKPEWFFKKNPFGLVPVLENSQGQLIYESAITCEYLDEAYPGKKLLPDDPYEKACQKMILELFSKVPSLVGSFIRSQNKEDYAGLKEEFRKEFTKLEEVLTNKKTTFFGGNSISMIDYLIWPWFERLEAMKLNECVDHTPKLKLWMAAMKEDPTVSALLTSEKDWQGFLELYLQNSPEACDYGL
# * = called active by the depositor; x = not tested or not shown. A portion of the library; rates above refer to the full screens.
SMILES,PAFAH2 inh,LYPLA1 counter,PAFAH1B2 inh,PREPL inhibitor,PAD4 inh,pPAFAH FP inh,LYPLA2 inh,PAFAH1B3 FP inh,GSTO1 counter
Cc1ccccc1CSc1[nH]c(=O)ncc1C,4,0,4,-20,1,11,8,4,-9
Cc1onc(-c2ccccc2)c1C(=O)N/N=C/C(Br)=C/c1ccccc1,-3,-11,-2,-6,1,-1,-7,-2,8
O=C(NCC(=O)N(Cc1cccs1)C(C(=O)NC1CCCC1)c1cccnc1)c1ccco1 (centres undefined),5,1,10,12,0,-2,-1,14,-3
CCC(=O)Nc1nnc(CSCc2ccc(F)cc2)s1,11,-3,6,-3,-3,5,-1,7,-8
O=C(O)c1ccc(N2Cc3ccccc3C2)cc1O,17,0,4,9,2,17,-1,13,24
O=c1[nH]nc(SCc2ccccc2Cl)n1-c1ccc2c(c1)OCCO2,x,-2,x,9,-1,12,-5,x,4
Cc1ccc(NC(=O)c2cc(-c3cccs3)on2)cc1C,-3,0,3,11,-5,6,0,2,-4
O=C(Nc1ccccc1)c1n[nH]c(Cn2cncn2)n1,0,2,3,0,-1,3,5,4,4
O=C(NCc1ccc2c(c1)OCO2)c1cccnc1Cl,-1,-2,4,-1,-4,3,0,6,-5
COc1ccc(NC(=O)CN(C)C(=O)c2ccc(NS(=O)(=O)c3ccc4[nH]c(=O)[nH]c4c3)cc2)cc1,1,-2,2,-1,2,2,0,-2,-132
S=C(NCCc1ccccc1)N1CCN(Cc2ccccc2)CC1,-3,3,6,-81,3,-3,5,8,14
Cc1ccccc1NC(=S)N(Cc1cccs1)C1CCCC1,5,3,3,-8,0,2,0,1,-3
Cc1ccnc(SCC(=O)N2CCC(C(N)=O)CC2)n1,3,1,4,-9,-1,1,1,10,0
CC(=O)C1=C(C)NC(C)=C(C(C)=O)C1c1ccccc1,4,4,-3,2,-1,4,4,10,3
Cc1ccc(N2CCN(C(=O)c3ccccc3NC(=O)C3CC=CCC3C(=O)O)CC2)cc1 (centres undefined),66*,-1,2,16,4,0,2,7,0
Cc1cc(Cl)ccc1OCc1cn2cccnc2n1,-1,-3,6,-28,1,6,-2,2,5
CC(C)CN(CC(C)C)S(=O)(=O)N1CCC(C(=O)N2CCc3ccccc3C2)CC1,5,-2,5,15,1,5,-3,4,3
CC(C)N(Cc1nc(-c2ccccc2)no1)C(=O)CN(C)S(=O)(=O)c1ccccc1,-5,2,-2,-9,-6,6,3,2,4
CN(CCO)c1cc(Sc2nc3ccccc3s2)c2nonc2c1[N+](=O)[O-],0,-1,9,26,10,2,-1,-5,25
COc1cc(C(=O)NCc2cn3ccsc3n2)cc(OC)c1OC,0,6,1,5,-4,-1,11,3,7
CCc1cc(=O)oc2cc(C)cc(OCC(=O)NCCCN3CCOCC3)c12,6,0,2,7,-4,4,3,3,6
C/C(=N\Nc1cc(C(F)(F)F)ccc1Cl)c1ccccc1O,-4,-4,-2,6,-5,3,-3,2,-1
NCCCC[C@H]1CNC(=O)C(=O)N1CCc1cc(C(F)(F)F)cc(C(F)(F)F)c1,0,1,2,8,2,-1,1,-2,-3
CCOC(=O)C1CCCN(Cc2nc(C3CC3)no2)C1 (centres undefined),-13,7,1,14,2,0,11,8,6
COc1ccccc1N1CCN(C(=S)Nc2ccccc2)CC1,10,-1,1,-4,0,2,-4,6,2
Cc1cccc(NC(=O)c2cc3ccccc3oc2=O)c1,6,1,1,-2,-4,2,-2,6,-1
O=C(CSc1cccc[n+]1[O-])Nc1ccc2c(c1)OCCO2,5,1,-3,0,-2,6,0,3,3
Cc1ccc(CN(CC(O)COc2cccc3[nH]cc(C)c23)C(C)(C)C)cc1 (centres undefined),2,1,2,8,0,4,0,5,5
CCCCN1CC(O)=C(c2nc(-c3ccc(Cl)cc3)cs2)C1=N,14,1,5,20,2,10,5,9,7
COc1ccc(CS(=O)(=O)c2ncn[nH]2)cc1,5,3,2,-9,2,6,6,0,-3
Cn1c(CN2CCCC2)nc2cc(NC(=O)C3CCCCC3)ccc21,-7,3,1,-3,0,-2,9,-5,3
Cc1ccccc1-n1ncc2c1CC(C)(C)CC2NC(=O)C1=CC(=O)CC(C)(C)O1 (centres undefined),-6,-4,8,3,-1,3,1,6,0
Cc1cccc(/C=N/n2c(C)nnc2C)c1,-4,-2,5,8,-2,-1,0,3,1
COC(=O)C1=C(C)N(Cc2ccccc2)C(=NCC2CC2)N[C@H]1c1ccccc1,-2,x,-2,30,-7,6,x,4,x
Cc1cc(C(=O)COC(=O)c2ccc3c(c2)OCO3)c(C)n1CC1CCCO1 (centres undefined),8,-1,3,2,0,7,-5,5,4
c1ccc(Cn2nnnc2CN2CCN(c3ncccn3)CC2)cc1,5,-1,3,6,-1,-1,-8,9,-4
O=C(COc1ccc(Br)cc1)Nc1ccc(C(=O)Nc2ccccc2C(=O)O)cc1,-26,-5,-4,1,-7,3,-12,-1,-31
C=CCN1C(=O)c2ccc(C(=O)OCC(=O)N(CC)C3CCS(=O)(=O)C3)cc2C1=O (centres undefined),2,3,-2,9,3,1,1,6,x
Cc1ccccc1OCC(=O)Nc1nnc(C2CC2)s1,2,-1,7,11,1,-2,0,10,x
COc1ccc(CNC(=O)CCc2nnc3ccc(N4CCC5(CC4)OCCO5)nn23)cc1,6,2,-1,12,0,3,5,1,7
COc1ccc(C(=O)Nc2ccccc2C(N)=O)cc1,-4,-2,2,0,-1,-2,-3,-6,3
COc1ccc(NC(=O)CCS(=O)(=O)c2ccc3c(c2)NC(=O)C(C)S3)cc1OC (centres undefined),4,-4,4,15,-5,7,-6,5,-1
CC(=O)c1cccc(OCC(O)CNCCOc2ccc(C)cc2)c1 (centres undefined),-4,3,-1,-15,-3,4,4,1,0
Cc1cccc(Oc2ncnc(N)c2[N+](=O)[O-])c1C,3,6,4,0,-3,1,6,0,5
CCOC(=O)C1CCCN(C(=O)c2cc(-c3ccc(F)cc3)nc3ccccc23)C1 (centres undefined),-2,-3,-1,-4,-3,3,1,7,-2
N#C[C@H]1C2OC2c2ccccc2N1C(=O)c1ccccc1 (some centres undefined),2,-1,11,7,9,-2,2,7,-1
CCc1ccc(C(=O)CSc2ncn[nH]2)cc1,3,2,-2,7,0,0,7,7,14
CC(=O)c1c(C)[nH]c(C(=O)N2c3ccccc3CC2C)c1C (centres undefined),12,2,4,-3,-4,8,4,7,5
O=C(O)C1C2CCC(C2)C1C(=O)NCc1ccccn1 (centres undefined),0,2,3,0,1,2,0,12,2
C=CCNC(=O)c1ccc(-c2nc(-c3ccccc3)cs2)cc1,0,-2,3,0,2,-2,-1,1,-1
# Other entries follow.
SMILES,PAFAH2 inh,LYPLA1 counter,PAFAH1B2 inh,PREPL inhibitor,PAD4 inh,pPAFAH FP inh,LYPLA2 inh,PAFAH1B3 FP inh,GSTO1 counter
O=C(NCc1ccc2c(c1)OCO2)C1CCC(=O)N1C1CCCC1 (centres undefined),-10,0,5,-2,-6,-1,0,3,12
CC1CCCCN1S(=O)(=O)c1ccc(S(=O)(=O)N2CCN(C)CC2)cc1 (centres undefined),-7,2,12,2,4,0,2,-2,5
CC1(C)Nc2ccccc2C(=O)N1c1ccccc1,0,-2,8,-6,0,-2,-1,13,3
COC(=O)c1cc(OC)c(OC)cc1NC(=S)N1CCCC1,-4,-4,-4,0,-1,3,2,0,-1
O=C(Nc1c2c(nc3ccccc13)CCCC2)c1ccccc1Cl,4,3,1,6,0,2,8,0,-3
COc1ccccc1CNC(=O)c1cccc(S(=O)(=O)N2CCN(c3ccc(F)cc3)CC2)c1,-6,-5,4,-62,-3,3,-9,5,x
CN(CCO)CCC(=O)NC1(C)CS(=O)(=O)CC1S(=O)(=O)O (centres undefined),5,1,0,2,6,0,6,-4,16
C=C(C)CN1CCN(c2ccc(N3C(=O)CCCC3=O)cc2[N+](=O)[O-])CC1,6,1,1,0,-3,4,5,9,-19
O=C(Nc1ccc(N2CCOCC2)cc1)C1CC(=O)N(c2ccc(Cl)cc2)C1 (centres undefined),-3,4,3,17,0,5,3,5,-5
CCOCCOc1nc2c(c(=O)n(C)c(=O)n2C)n1CCc1ccccc1,4,-1,4,6,-3,-1,0,12,1
COCCn1c(SCc2cc(C(C)=O)ccc2OC)nc2cc(Cl)ccc2c1=O,-5,-4,4,-4,0,-2,2,5,1
O=C(CCN1CCOCC1)NNC(=O)Nc1cccc(C(F)(F)F)c1,-1,-2,6,-1,-3,3,6,-1,-1
CCC(C)N(CC(=O)Nc1cccc(C)c1C)C(=O)CCl (centres undefined),6,-2,1,5,1,-4,5,14,52*
COC(=O)c1c(C(=O)OC)c(-c2ccc(C)cc2)n2c1CS(=O)C2 (centres undefined),6,4,4,-4,1,6,5,0,4
O=C(c1ccc(-c2ccc(Cl)cc2)o1)N1CCN(S(=O)(=O)c2cccs2)CC1,0,-5,3,-6,-3,7,-6,-2,x
Cc1ccc2c(c1)C=CC(C)(C)S2=O (centres undefined),-4,-3,-3,14,0,-9,-3,-1,-6
CC/S(C)=N/S(=O)(=O)c1ccc(C)cc1 (centres undefined),1,-3,7,10,6,-4,1,10,-4
CCOC(=O)NC(NCc1ccccc1Cl)(C(F)(F)F)C(F)(F)F,12,-1,0,0,-2,4,-2,6,6
CCC(Sc1nc(C)cc(=O)[nH]1)C(=O)Nc1nc2c(s1)CCCC2 (centres undefined),-1,-2,1,8,0,0,-1,0,3
COc1ccccc1NC(=O)CSc1nnc(COc2ccccc2OC)n1C,5,-2,4,16,-2,-3,-6,5,0

# Quoted at random: four records from the list.
SMILES,PAFAH2 inh,LYPLA1 counter,PAFAH1B2 inh,PREPL inhibitor,PAD4 inh,pPAFAH FP inh,LYPLA2 inh,PAFAH1B3 FP inh,GSTO1 counter
COc1ccccc1NC(=O)CSc1nnc(COc2ccccc2OC)n1C,5,-2,4,16,-2,-3,-6,5,0
CC/S(C)=N/S(=O)(=O)c1ccc(C)cc1 (centres undefined),1,-3,7,10,6,-4,1,10,-4
COC(=O)c1c(C(=O)OC)c(-c2ccc(C)cc2)n2c1CS(=O)C2 (centres undefined),6,4,4,-4,1,6,5,0,4
COCCn1c(SCc2cc(C(C)=O)ccc2OC)nc2cc(Cl)ccc2c1=O,-5,-4,4,-4,0,-2,2,5,1

# New compounds follow
SMILES,PAFAH2 inh,LYPLA1 counter,PAFAH1B2 inh,PREPL inhibitor,PAD4 inh,pPAFAH FP inh,LYPLA2 inh,PAFAH1B3 FP inh,GSTO1 counter
NCCCNC(=O)c1ccc(/C=N/O)nc1,2,0,2,-4,-1,2,-2,1,12
CC(C)CN1CCC(=O)N([C@H](COc2ccccc2)Cc2ccccc2)CC1,-2,0,0,8,0,4,-2,-6,-4
COc1cc(/C=N/OCC(=O)Nc2cc(C)on2)ccc1OCc1ccccc1,-3,-1,1,-5,0,-1,4,3,4
O=C(NC1CCCc2ccccc21)c1ccc(Br)cc1 (centres undefined),-7,0,3,-2,-6,3,1,12,-4
Cc1[nH]n(C2=NCCS2)c(=O)c1N=Nc1cccc(C(F)(F)F)c1,9,2,7,4,4,15,4,2,10
CN(C)c1nc(SCCOC(=O)COc2ccc(Cl)cc2Cl)nc(N(C)C)n1,-6,0,-1,-21,0,-4,-9,1,-5
CCC(Sc1nc(C)cc(=O)[nH]1)C(=O)Nc1ccc(Cl)cn1 (centres undefined),17,0,8,-2,-2,1,-2,1,7
Nc1nc2n(n1)C(=O)CC(c1ccc(Cl)cc1)N2 (centres undefined),2,-1,5,-1,2,0,-1,4,3
CC(C)(C)n1nnnc1C(c1cccs1)N(Cc1cccnc1)Cc1ccccc1Cl (centres undefined),-1,-5,11,7,4,3,-2,9,-10
